Compound activity from PubChem.
mouse EphA4 binding: EphA4 ligand-binding antagonists – biochemical, colorimetric, mouse EphA4, primary screen (AID 689). EphA4-AP binding to KYL peptide, pNPP A405; higher % means a stronger effect. one-dose inhibition, % at 10 µM; IC50 in µM for titrated hits. actives 0.1% (n = 62,000); in the data active = a potency from the dose series; inactive = the rest, 99 in 100 with inhibition below about 22%
Active calls of the source: *. These rows are one share of the data; rates above refer to the full screens.

SMILES	mouse EphA4 binding
CC(=O)SCCC(=O)N1C(C)CCCC1C(=O)O (stereo unspecified)	-8%
C=CC(C)n1c(Br)nc2c1c(=O)[nH]c(=O)n2C (stereo unspecified)	17%
COc1ccc(CCN(CC(=O)NC2CCCC2)C(=O)CCC(=O)Nc2cc(C)on2)cc1OC	-8%
Cc1ccc(CCNC(=O)C2CCCN(c3nc4ccccc4o3)C2)cc1 (stereo unspecified)	-5%
COc1ccc(-c2nnc3sc(CN4C(=O)c5ccccc5C4=O)nn23)cc1	-11%
N=c1n(CCN2CCOCC2)c2ccccc2n1CC(O)COc1ccccc1 (stereo unspecified)	-8%
Cc1ccc(C2CC(C(F)(F)F)n3ncc(C(=O)N(Cc4ccccc4)Cc4ccccc4)c3N2)cc1 (stereo unspecified)	2%
CCC(C)C(NS(=O)(=O)c1ccc(C)cc1)C(=O)Oc1ccc2c3c(c(=O)oc2c1)CCC3 (stereo unspecified)	-6%
CC(=O)c1ccc(C(C)(C)c2ccc(C(C)=O)s2)s1	2%
Cn1c(CCN2CCN(c3ccccc3)CC2)nc2cc(NC(=O)c3ccco3)ccc21	6%
CCN(CC)S(=O)(=O)c1cc(Br)ccc1OC	0%
Cc1nc(NC(=O)c2ccccc2)sc1-c1csc(Nc2cccc(F)c2)n1	-4%
CCN(CC)C(=O)c1cccc(-c2ccc(OC(C)=O)cc2)c1	7%
COc1ccccc1-c1ccc(=O)n(CC(=O)NCc2ccc3c(c2)OCO3)n1	-5%
Cc1nn(-c2ccccc2)c2[nH]c(=O)c(CNc3ccc4c(c3)OCCO4)cc12	-8%
CC(C)Oc1ccc(C(CC(=O)O)NC(=O)C2CCCCC2)cc1 (stereo unspecified)	-3%
COc1ccc(N(C(C)C(=O)N/N=C/c2ccc(OC(C)C)cc2)S(C)(=O)=O)cc1 (stereo unspecified)	3%
CC(Oc1ccc(Cl)cc1Cl)C(=O)NCCN1CCOCC1 (stereo unspecified)	-2%
CC1=NN(C(=O)c2ccc(Cn3nc(C)c([N+](=O)[O-])c3C)cc2)C(O)(C(F)(F)F)C1 (stereo unspecified)	3%
Cn1c(SCC(=O)Nc2sc3c(c2C#N)CCC3)nnc1C1COc2ccccc2O1 (stereo unspecified)	-4%
COc1c(Cl)cc(C(=O)Nc2ccc(O)c(-c3nc4cc(C)ccc4o3)c2)cc1Cl	-4%
CC(=O)N1CCc2ccc(C(=O)CN3CCN(c4cccc(C)c4C)CC3)cc21	-11%
Cc1cccc(C)c1-n1c(C)cc(/C=C2\C(=O)NN(c3ccccc3)C2=O)c1C	5%
S=C(NCCC1=CCCCC1)Nc1ccccc1	-8%
Cc1ccc(N2C(=O)/C(=C/c3ccccc3)SC2=S)cc1C	-2%
CCCN(CCO)Cc1ccc(Br)cc1	-11%
C=CCNc1cnn(-c2ccc(C)cc2)c(=O)c1Cl	-19%
O=C(CSc1nnc(-c2ccco2)n1Cc1ccco1)Nc1ccccc1	-8%
COc1ccccc1-n1cnnc1SCC(=O)Nc1cc(C(C)(C)C)nn1-c1ccccc1	-1%
O=C1Nc2ccc(S(=O)(=O)N3CCCC3)c3cccc1c23	-10%
CCN(CC)CCNC(=O)C1c2ccccc2C(=O)N(C)C1c1cn(C)c2ccccc12 (stereo unspecified)	-14%
O=C(NCC1CCS(=O)(=O)C1)Oc1ccccc1 (stereo unspecified)	-4%
O=c1c2ccccc2nc2n1CCS2	-6%
CCNC(=S)NNC(=O)c1cc(-c2ccc(OCC)cc2)nc2ccccc12	11%
O=C(O)CCc1ccc(-c2ccccc2)n1Cc1ccco1	5%
Cc1cc(NC(CC(C)C)C(=O)O)nc(Cc2ccccc2)n1 (stereo unspecified)	-2%
CCOC(=O)CSc1nc2ccccc2n1C(=O)OCC	-2%
CCOC(=O)CC1C(=O)NCCN1Cc1cccc(OC)c1 (stereo unspecified)	-8%
COc1ccc(NC(C)=O)cc1NC(=O)CN1CCN(C2c3ccccc3-c3ccccc32)CC1	-9%
N#Cc1ccc(CSc2nnc(NC(=O)CN3C(=O)C4CC=CCC4C3=O)s2)cc1 (stereo unspecified)	-17%
O=C1/C(=C/c2ccccc2[N+](=O)[O-])SC(=S)N1c1cccc(C(F)(F)F)c1	-9%
Cn1c(=O)c2cc(S(=O)(=O)NC(C(=O)NCc3ccccn3)c3ccccc3)ccc2n(C)c1=O (stereo unspecified)	-42%
O=C(Oc1ccc(Br)cc1C(=S)N1CCCC1)c1ccccc1Cl	3%
Cn1c(=O)c2cc(S(=O)(=O)NC(C(=O)NCc3cccnc3)c3ccccc3)ccc2n(C)c1=O (stereo unspecified)	-8%
CC(=O)N=c1sc(C(C)(C)C)c(C)n1C	-3%
Nc1c(C(=O)c2ccccc2)oc2ccccc12	0%
N#Cc1ccc(-c2csc(NC(=O)C3CC3)n2)cc1	-3%
O=C(CSCc1c(F)cccc1Cl)NCC1CCCO1 (stereo unspecified)	-16%
CCC(=O)Nc1cccc(NC(=O)CSc2nnc(C(C)C)n2CC)c1	-10%
O=C(c1cc2ccccn2n1)N1CCCC1	1%
CCOc1cc(/C=N\NC(=O)c2ccc(NC(=O)C(C)(C)C)cc2)ccc1OC(=O)c1cccc(C)c1	-8%
CC(=O)Nc1ccc(S(=O)(=O)N2CCC(NC(=O)C(Cc3cccn3C)NC(C)=O)CC2)cc1 (stereo unspecified)	-10%
Cc1ccc(-n2nc3ccc(NC(=O)c4cc(Cl)ccc4I)cc3n2)cc1	18%
CCn1c2ccccc2c2cc(NC(=O)C(C)C)ccc21	-2%
CCN(CCCNC(=O)CCCCn1c(=O)[nH]c2ccccc2c1=O)c1ccccc1	-4%
Cc1ccc(Cl)cc1NC(=O)COC(=O)CC1CC2CCC1C2 (stereo unspecified)	7%
CCNC(=O)CC1C(=O)N(CC)C(=S)N1NC(=O)c1ccc(Cl)cc1 (stereo unspecified)	5%
Clc1ccccc1-c1nc(-c2ccccc2)n[nH]1	-4%
CCCCCC(=O)Nc1nc(C)c(-c2csc(Nc3ccc(Cl)cc3)n2)s1	0%
c1ccc(Cn2nnnc2C(c2ccncc2)N2CCOCC2)cc1 (stereo unspecified)	-11%

3 entries from above, ordered by length of the SMILES, smallest number first.
SMILES	mouse EphA4 binding
N#Cc1ccc(-c2csc(NC(=O)C3CC3)n2)cc1	-3%
Cc1ccc(CCNC(=O)C2CCCN(c3nc4ccccc4o3)C2)cc1 (stereo unspecified)	-5%
CCC(C)C(NS(=O)(=O)c1ccc(C)cc1)C(=O)Oc1ccc2c3c(c(=O)oc2c1)CCC3 (stereo unspecified)	-6%

Returning to the listing with the seven entries that preceded the break.
SMILES	mouse EphA4 binding
CCn1c2ccccc2c2cc(NC(=O)C(C)C)ccc21	-2%
CCN(CCCNC(=O)CCCCn1c(=O)[nH]c2ccccc2c1=O)c1ccccc1	-4%
Cc1ccc(Cl)cc1NC(=O)COC(=O)CC1CC2CCC1C2 (stereo unspecified)	7%
CCNC(=O)CC1C(=O)N(CC)C(=S)N1NC(=O)c1ccc(Cl)cc1 (stereo unspecified)	5%
Clc1ccccc1-c1nc(-c2ccccc2)n[nH]1	-4%
CCCCCC(=O)Nc1nc(C)c(-c2csc(Nc3ccc(Cl)cc3)n2)s1	0%
c1ccc(Cn2nnnc2C(c2ccncc2)N2CCOCC2)cc1 (stereo unspecified)	-11%
Cc1nnc(Oc2ccccc2)c2ccccc12	-9%
O=C(Nc1nnc(-c2ccc3c(c2)CCCC3)o1)C1CCCCC1	-42%
Nc1ccc(Oc2ccc([N+](=O)[O-])cc2[N+](=O)[O-])cc1	-7%
COc1ccc(N2C(=O)CCC(C(C)=O)=C2C)cc1	0%
CCOC(=O)CSCC(=O)Nc1ccc(S(=O)(=O)N2CCCCC2)cc1	-20%
C#CCSc1nnc(-c2cc3c(C(F)(F)F)nn(C)c3s2)n1C	-9%
CC1CCCC(NC(=O)CCCn2c(=O)[nH]c3cc(Cl)ccc3c2=O)C1C (stereo unspecified)	-5%
O=C(NC1CCCc2ccccc21)c1ccc(=O)[nH]c1 (stereo unspecified)	13%
O=C(CN(Cc1ccccc1)C(=O)c1ccc2c(c1)OCCO2)NCc1ccc2c(c1)OCO2	-3%
CC(=O)CC(=O)Nc1ccc(Cl)c(C(F)(F)F)c1	-6%
CCOC(=O)N1CCC(NC(=O)CCC(=O)N2CC(C)Oc3ccccc32)CC1 (stereo unspecified)	5%
CCOC(=O)c1nnn(-c2nonc2N)c1COc1ccc(F)cc1	-16%
O=C(Nc1cccc(F)c1)c1ccc(S(=O)(=O)NCC2CCCO2)cc1 (stereo unspecified)	1%
Cc1ccc(S(=O)(=O)N2CCN(c3ccc([N+](=O)[O-])c(NC4CC4)c3)CC2)cc1	-9%
O=C(CCN1C(=O)/C(=C/c2ccc(F)cc2)SC1=S)Nc1ncc(Cc2ccc(Cl)cc2)s1	0%
COCc1cc(=O)[nH]c2cc(NC(=O)C(F)(F)F)c(C)cc12	-4%
O=C(CS(=O)(=O)Cc1ccccc1)Nc1nnc(C2CCCCC2)s1	-21%
O=C(C1CCCCC1)N1CCN(S(=O)(=O)c2ccc(Cl)cc2)CC1	-8%
COc1ccc2cnn(-c3ccc(C)cc3)c(=O)c2c1OC	2%
COc1ccc(-n2c(SC)nc(O)c(Cc3ccccc3)c2=O)cc1	7%

Retrieved by structure from the list above:
SMILES	mouse EphA4 binding
Cc1ccc(S(=O)(=O)N2CCN(c3ccc([N+](=O)[O-])c(NC4CC4)c3)CC2)cc1	-9%
CC(=O)CC(=O)Nc1ccc(Cl)c(C(F)(F)F)c1	-6%
COc1ccc(-n2c(SC)nc(O)c(Cc3ccccc3)c2=O)cc1	7%
Nc1ccc(Oc2ccc([N+](=O)[O-])cc2[N+](=O)[O-])cc1	-7%
COc1ccc2cnn(-c3ccc(C)cc3)c(=O)c2c1OC	2%

The listing picks up; the five compounds before the break are reprinted first.
SMILES	mouse EphA4 binding
COCc1cc(=O)[nH]c2cc(NC(=O)C(F)(F)F)c(C)cc12	-4%
O=C(CS(=O)(=O)Cc1ccccc1)Nc1nnc(C2CCCCC2)s1	-21%
O=C(C1CCCCC1)N1CCN(S(=O)(=O)c2ccc(Cl)cc2)CC1	-8%
COc1ccc2cnn(-c3ccc(C)cc3)c(=O)c2c1OC	2%
COc1ccc(-n2c(SC)nc(O)c(Cc3ccccc3)c2=O)cc1	7%
CC(=O)c1c(COC(=O)c2ccncc2)nc2ccccc2[n+]1[O-]	21%
Cc1cc(C)nc(SCCn2c(N(C)Cc3ccccc3)nc3c2c(=O)n(C)c(=O)n3C)n1	-11%
Cc1nn2c(N3CCN(C(=O)c4ccco4)CC3)cc(C(C)(C)C)nc2c1-c1ccc(Cl)cc1	-6%
Nc1ccc(C(=O)N/N=C/c2ccccc2)cc1	-10%
CC1(C)Cc2c(sc3nc(SCC(=O)O)[nH]c(=O)c23)CO1	-4%
COc1ccc(Nc2nc(Cl)nc(NCc3ccco3)n2)c(OC)c1	-12%
COc1ccc(C)cc1NC(=O)C(=O)NCc1ccncc1	-9%
CS(=O)(=O)N1CCN(C(=O)CCC2CCCC2)CC1	5%
CCc1nnc(NS(=O)(=O)c2ccc(N/C=C/C(=O)c3ccc(OC)cc3OC)cc2)s1	0%
O=C(NC1CCCCC1)N1CCN(C(c2ccccc2)c2ccccc2)CC1	0%
Cc1ccc(Oc2cnc3ccccc3n2)cc1	-9%
Cc1ccccc1NC(=O)c1c(NC(=O)C(Cl)(Cl)Cl)sc2c1CCC2	5%
CCOc1ncccc1C(=O)OCC(=O)N1CCN(S(=O)(=O)c2ccc(Cl)cc2)CC1	2%
Clc1ccc(-n2nnnc2-c2ccccc2)cc1Cl	-22%
COC(=O)C1=C(N)OC2=C(C(=O)CC(C)(C)C2)C1c1cccnc1 (stereo unspecified)	-2%
CCN1CCCC1CNC(=O)C1c2cc(OC)c(OC)cc2C(=O)N(C)C1c1cccnc1 (stereo unspecified)	-12%
CC(=O)c1c(C(C)=O)c(C)n(-c2ccc(C)c(NC(=O)c3ccccc3Cl)c2)c1C	-14%
Cc1c(C(=O)OCC2CCCO2)[nH]c2c1C(=O)CC(c1ccco1)C2 (stereo unspecified)	26%
O=C(CCn1c(=O)[nH]c2ccsc2c1=O)NCCc1ccc(Cl)cc1	-13%
COc1ccc2c(c1)c(C(O)CN1CCC3(CC1)OCCO3)c(C)n2C (stereo unspecified)	-24%
COc1ccc(CNC(=O)CCCOc2cc(=O)n(C)c3ccccc23)cc1	-35%
CC1(C)CC(=O)C2=C(C1)NC1=C(C(=O)CC(C)(C)C1)C2c1c(Cl)cccc1Cl	-1%
CC(=O)N1CCC(N(CCCOC(C)C)C(=O)Nc2ccc(C)c(C)c2)CC1	1%
CC1=CC(C)(C)Nc2ccccc21	5%
O=S(=O)(NCCSc1nnc(-c2ccco2)n1-c1ccccc1)c1ccccc1	-9%
COc1cccc(Cn2cccc(NC(=O)Nc3ccc(C#N)cc3)c2=O)c1	-21%
Cc1ccc(C(=O)O/N=C(/c2nonc2N)N(C)C)cc1	-4%
O=C(Nc1cc(C(F)(F)F)ccc1N1CCOCC1)c1n[nH]c(=O)c2ccccc12	1%
O=C(O)CCCCCN1C(=O)C(=O)/C(=C(/O)c2ccc([N+](=O)[O-])cc2)C1c1ccc(O)cc1 (stereo unspecified)	-8%
COc1ccc(C(O)c2nccn2Cc2ccccc2)cc1OC (stereo unspecified)	-5%
CCCCNC(=O)Cn1c(-c2ccc(OC)cc2)noc1=O	-9%
Cc1ccc(-n2c(SCC(=O)N3CCOCC3)nnc2-c2cccnc2)cc1C	-9%
Cc1cc(/C=C2/NC(=O)NC2=O)c(C)n1-c1ccc(F)cc1	4%
Cc1cc(C)n(-c2nc(Nc3ccccc3)nc(-n3nc(C)cc3C)n2)n1	11%
COc1ccc(S(=O)(=O)N(CCc2ccccc2)CC(=O)NCCc2ccccc2)cc1	1%
Cc1ccc(C(=O)/C=C/c2ccc3ncccc3c2)cc1	14%
Cc1cc(C)c(NC(=O)CSc2nnc(Cc3cccn3C)n2-c2ccc(F)cc2)c(C)c1	-16%
